# Screens as filed in PubChem BioAssay.
# a7 integrin act: qHTS for Activators of Integrin-Mediated Alleviation for Muscular Dystrophy; alpha7betagal myoblasts, beta-gal FDG fluorescence, 48 h; 350,000 tested, 0.064% active; Potency, µM (doses to about 38.3 µM), for inactives: at the top dose activation, most hits filed as activators; AID 624291, 2012;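 note: potency is the fitted concentration of half-maximal effect; 100% = response of the positive control SU9516; nearly all actives have a fitted effect of over 60% in size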
#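 alpha7betagal+/- myoblasts (passage 13, 250/well) treated 48 h at 37C with compounds at 1:260 dilution of DMSO stock. Lysed, then beta-galactosidase activity read as FDG fluorescence (ex 480/em 540) after 30 min, with pre-read for autofluorescence.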
# MBNL1-CUG inh: qHTS Assay for Inhibitors of MBNL1-poly(CUG) RNA binding. Muscleblind-like protein 1 (Homo sapiens), Q9NR56. TR-FRET MBNL1-His/biotin-(CUG)12 binding, 665/545 ratio. Potency, µM (titrated, usually from 57.5 µM), inactives show at the highest dose activity change, negative = inhibition, hits mostly inhibitors. 280,000 tested, 0.036% active. AID 2675, 2010; active = well fitted inhibition curve with a large enough effect in the signal ratio, with a control signal flat, not every such curve was filed as active; inconclusive = small, poorly fitted or top-dose-only effect, or effect the other way, or a change in a side signal; inactive = no such curve, though single readings can be large or run the other way; the % refers to the signal ratio; note: potency is the fitted concentration of half-maximal effect; % is set by controls: 0 for no effect and ±100 for the full control effect
#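 TR-FRET readout: Ex 340 nm, 665/545 nm emission ratio, normalized to buffer-only (basal) and MBNL1-(CUG)12 controls. Complex of MBNL1-His with Biotin-(CUG)12, compounds 92 nM–58 uM, incubated 60 min at room temperature.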
# KCNH2 WT inh: qHTS for Inhibitors of KCHN2 3.1: Wildtype qHTS; Voltage-gated inwardly rectifying potassium channel KCNH2 (Homo sapiens), Q12809; U2OS, BacMam KCNH2, thallium flux FluxOr; active compounds read low; activity change, % at 1.84 µM; 340,000 tested, 0.37% active; AID 720551, 2013;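 active = maximum activity change below -70%; inconclusive = maximum activity change between -70% and -50%; inactive = maximum activity change above -50%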; note: % is set by controls: 0 for no effect and ±100 for the full control effect
#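 U2OS cells were transduced with wild-type KCNH2 virus (2.03 x 10^8 / mL) for 4 h at room temperature, then cultured overnight at 37 C. Thallium flux was read with FluxOr dye. Rate constants were normalized to DMSO controls.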
# TRPV1 ag: HTS Assay for Compounds that Act as Agonists of the Vanilloid Receptor 1 | Transient receptor potential cation channel subfamily V member 1 (Homo sapiens), Q8NER1 | TRPV1-expressing cells, Fluo-8 calcium influx, agonist mode | activation, % at 8.33 µM | 320,000 tested, 0.19% active; in the data active = activation above about 80%; inconclusive = between about 30% and that limit; note: 0% is about no effect
#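 TRPV1-expressing cells were cultured overnight at 35.5C and loaded with Fluo-8 calcium dye for 40 to 90 min at room temperature. After a 10 s baseline, compound was added and calcium influx was read kinetically for 3 min (ex 480/em 520 nm).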
# GALK inh: qHTS Assay for Inhibitors of Human Galactokinase (GALK); Purified GALK, Kinase-Glo residual ATP luminescence; Potency, µM (doses to about 57.5 µM), for the others: at the highest dose activity change, negative = inhibition, most hits filed as inhibitors; 270,000 tested, 0.007% active; P51570; note: potency is the fitted concentration of half-maximal effect; % is set by controls: 0 for no effect and ±100 for the full control effect
#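 The enzyme phosphorylates galactose (100 uM) using ATP (35 uM); inhibition is detected as higher residual ATP, quantified by bioluminescence after 1 h reaction at room temperature, pH 8.0.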
# CXXC DNA block: qHTS Fluorescence Polarization Assay for Inhibitors of MLL CXXC domain - DNA interaction; MLL-CXXC / FITC-HOXA9 DNA fluorescence polarization; 290,000 tested, 0.037% active; AID 2662, 2010; Histone-lysine N-methyltransferase 2A (Homo sapiens), Q03164; Potency, µM (highest dose often 115 µM), inactives show at the top dose activity change, negative = inhibition, actives largely listed as inhibitors; active = well fitted inhibition curve with a large enough effect in the polarisation, with a control signal flat, not every such curve was filed as active; inconclusive = small, poorly fitted or top-dose-only effect, or effect the other way, or a change in a side signal; inactive = no such curve, though single readings can be large or run the other way; the % refers to the polarisation; note: potency is the fitted concentration of half-maximal effect
#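 Steps: dispense CXXC domain solution (7 uM) → pin compounds or unlabeled HOX-A9 DNA control → 5 min ambient → add FLSN-HOX-A9 solution (50 nM) → spin → 30 min ambient → fluorescence polarization. Tris pH 7.5/NaCl/DTT/BSA buffer.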
# ASM inhibitor: Inhibitors of Secretory Acid Sphingomyelinase (S-ASM): qHTS. Sphingomyelin phosphodiesterase (Homo sapiens), P17405. 340,000 tested, 0.006% active. placental ASM, HMU-PC fluorogenic substrate, 60 min. AID 504937, 2011. Potency, µM (doses to about 57.5 µM), inactives show at the highest dose activity change, negative = inhibition, most hits filed as inhibitors; note: potency is the fitted concentration of half-maximal effect
#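 Steps: dispense placental human ASM, pin compound, wait 10 min at room temperature, add HMU-PC0 substrate at 9 uM final, incubate 60 min at 37 °C, add stop solution raising pH to 10, read fluorescence.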
# KCNH2 3.1 block: qHTS for Inhibitors of KCHN2 3.1: Mutant qHTS. Potassium voltage-gated channel subfamily H member 2, brain isoform KCNH2 3.1 (human). 340,000 tested, 0.95% active. U2OS KCNH2 3.1, thallium flux FluxOr; active compounds read low. activity change, % (tested at about 1.8 µM);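 active = maximum activity change below -70%; inconclusive = maximum activity change from -70% to -50%; inactive = maximum activity change above -50%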;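 note: thallium influx rate constant from kinetic fluorescence after stimulation buffer; % is set by controls: 0 for no effect and ±100 for the full control effect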
#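 Channel expression came from 3.1 mutant virus (1.77 x 10^8 /mL) applied to suspended U2OS cells for 4 h. Flux was tracked with FluxOr dye plus Red40 quencher, and kinetic rate constants normalized to controls.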
# AT treatment: qHTS Assay for Identifying a Potential Treatment of Ataxia-Telangiectasia. […] A-T fibroblasts, KAP-1 phosphorylation AlphaLISA; neocarzinostatin DNA damage 30 min before lysis. Potency, µM (top dose mostly 57.5 µM), inactives show at the highest dose activation, most hits filed as activators. 320,000 tested, 0.19% active. AID 485349, 2010; note: potency is the fitted concentration of half-maximal effect; % of control where 0% means no effect; nearly all actives have a fitted effect of over 45% in size
#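 hTERT-immortalized A-T patient fibroblasts ([…]), 500 cells/well in OPTI-MEM, 1% FBS, got compounds for 60 min, then NCS for 30 min at 37C. Lysates were then assayed for phospho-KAP-1 by AlphaLISA (anti-pKAP1 donor, anti-KAP1 acceptor beads), 6 hr at 25C.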
# FBPA coupling cs: qHTS Assay for Inhibitors of Fructose-1,6-bisphosphate Aldolase from Giardia Lamblia: Coupling assay counterscreen; coupling enzyme system counterscreen, AmpLite Red fluorescence; activity change, negative = inhibition, % at 58.2 µM, hits read low; 290,000 tested, 0.67% active; in the data active = activity change below about -30%; note: % is set by controls: 0 for no effect and ±100 for the full control effect
#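 Fluorescence at 525 nm excitation and 598 nm emission measured inhibition of the coupled detection system without aldolase. Compounds (at 57.5 uM final) were preincubated 10 min at room temperature with coupling enzyme reagent before a 20 min substrate/AmpLite Red step.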
# * hit, by the source's call; i = inactive; ? = inconclusive; · = no result given; [ ] = dose if it differs, or a comment. Unless noted, calls come from the whole dose curve; as a rule, active = well fitted curve in the direction sought with a large enough effect; inconclusive = small, poorly fitted or top-dose-only effect, or another doubt; inactive = no such curve, though single readings can be large; an effect the other way counts as inactive or inconclusive.
SMILES,a7 integrin act,MBNL1-CUG inh,KCNH2 WT inh,TRPV1 ag,GALK inh,CXXC DNA block,ASM inhibitor,KCNH2 3.1 block,AT treatment,FBPA coupling cs
CC(=O)c1ccc(NC(=O)c2cc(=O)[nH]c3ccccc23)cc1,-22%,13%,-6,2,-4%,19%,3%,5,-4%,-1
O=C(NC(=S)Nc1ncccn1)c1ccc(F)cc1,-30%,-3%,1,3,0%,-17%,3%,10,11%,3
c1ccc(OCCCCN2CCCCC2)cc1,12%,-5%,0,1,3%,21%,1%,-3,-4%,1
COc1cc(OC)cc(-c2nnc(SCC(=O)Nc3cccc(C(=O)O)c3)s2)c1,-4%,-5%,-1,0,1%,5%,0%,-9,2%,16
Cc1ccccc1CC(=O)NC1CCN(Cc2ccccc2)CC1,-13%,1%,2,15,-5%,-5%,1%,12,5%,0
Cc1cc([N+](=O)[O-])nn1CC(=O)NC(C)c1ccccc1 (configuration not stated),-20%,12%,0,0,2%,-14%,1%,10,4%,1
CCCc1cc(=S)n2c([nH]c3ccccc32)c1C#N,-12%,29%,25,8,3%,8%,96%[activator],9,-6%,-8
CCCCOC(=O)Nc1ccc(N2CCOCC2)cc1,-1%[7.66 µM],1%,2,3,1%,5%,1%,0,-3%,0
COc1ccc(Cn2nnc3c(=O)[nH]c(C4CCCN(C(=O)c5ccccc5)C4)nc32)cc1 (configuration not stated),14%,-14%,1,1,0%,7%,-4%,-1,15%,1
CC(C)NC(=O)N(C)C[C@H]1Oc2ccc(NC(=O)NC3CCCCC3)cc2C(=O)N([C@H](C)CO)C[C@@H]1C,17%,·,2,·,·,·,-10%,13,-1%,·
CC(=O)C1=C(C)N(Cc2ccco2)C(=O)C1(NC(=O)C1CCCCC1)C(F)(F)F (configuration not stated),-2%,-1%,12,10,3%,-14%,2%,-15,·,0
Cc1ccc2nc(Nc3ccc(C)c(Cl)c3)c3nncn3c2c1,38%,-3%,0,11,-2%,18%,-2%,-17,1%,1

# Exported with values under each structure: three of the compounds above
# Below each SMILES – a7 integrin act	MBNL1-CUG inh	KCNH2 WT inh	TRPV1 ag	GALK inh	CXXC DNA block	ASM inhibitor	KCNH2 3.1 block	AT treatment	FBPA coupling cs
- CCCCOC(=O)Nc1ccc(N2CCOCC2)cc1
    -1%[7.66 µM]	1%	2	3	1%	5%	1%	0	-3%	0
- COc1ccc(Cn2nnc3c(=O)[nH]c(C4CCCN(C(=O)c5ccccc5)C4)nc32)cc1 (configuration not stated)
    14%	-14%	1	1	0%	7%	-4%	-1	15%	1
- CC(C)NC(=O)N(C)C[C@H]1Oc2ccc(NC(=O)NC3CCCCC3)cc2C(=O)N([C@H](C)CO)C[C@@H]1C
    17%	·	2	·	·	·	-10%	13	-1%	·

# The list goes on:
SMILES,a7 integrin act,MBNL1-CUG inh,KCNH2 WT inh,TRPV1 ag,GALK inh,CXXC DNA block,ASM inhibitor,KCNH2 3.1 block,AT treatment,FBPA coupling cs
O=C1C2C3C=CC(C3)C2C(=O)N1c1ccc2ccccc2c1 (configuration not stated),-24%,0%,-6,6,-2%,5%,3%,-2,2%,-1
C=C1CCC[C@]2(C)C[C@H]3OC(=O)C(CNC(C)(CO)CO)[C@H]3CC12 (some centres not stated),-74%[inhibitor],-4%,2,-2,4%,5%,0%,-17,-14%,-2
COc1cc(/C=C(\NC(=O)c2cc(OC)c(OC)c(OC)c2)C(=O)NC(C(=O)O)c2ccccc2)cc(OC)c1OC (configuration not stated),-2%,-1%,-2,-7,-10%,40%[activator],3%,7,12%,·
O=C(O)/C=C\C(=O)Nc1ccc(Oc2ccccc2)cc1,-13%,-4%,-6,1,-3%,13%,5%,-3,-2%,13
Cc1nc2nc[nH]n2c(=O)c1NS(=O)(=O)c1ccc([N+](=O)[O-])cc1,22%,?,-4,-3,1%,1%,10%,-17,-1%,1
COc1ccc2c(Cl)c(C(=O)NCCCn3ccnc3)sc2c1,1%,19%,-18,19,-1%,15%,0%,-13,7%,0
CCCCc1c(O)nc2sc3cc(OC)ccc3n2c1=O,-11%,2%,-8,-2,-1%,4%,1%,-9,2%,1
COCCn1c(=N)c(C(=O)NCc2ccco2)cc2c(=O)n3ccccc3nc21,-13%,?,-8,4,4%,2%,299%[activator],-9,-4%,-6
COc1ccc(-n2cc(C(=O)O)c3ccccc3c2=O)cc1,10%,-9%,-1,0,0%,13%,0%,18,0%,-1
S=C(NCc1ccccn1)Nc1ccccc1,11%,-10%,-3,-4,2%,11%,1%,·,-3%,3
Cc1nnc(SCC(=O)NCc2ccccc2Cl)n(N)c1=O,-2%,-8%,-1,-5,-1%,0%,1%,11,1%,2
C(=N\n1cnnc1)/c1ccc(OCc2ccccc2)cc1,2%[7.66 µM],0%,3,1,8%,12%,-1%,-7,4%,7

# Part of the list above with just FBPA coupling cs and GALK inh:
canonical_smiles | FBPA coupling cs | GALK inh
CCCCc1c(O)nc2sc3cc(OC)ccc3n2c1=O | 1 | -1%
Cc1nnc(SCC(=O)NCc2ccccc2Cl)n(N)c1=O | 2 | -1%
C=C1CCC[C@]2(C)C[C@H]3OC(=O)C(CNC(C)(CO)CO)[C@H]3CC12 (some centres not stated) | -2 | 4%

# (next part)
SMILES,a7 integrin act,MBNL1-CUG inh,KCNH2 WT inh,TRPV1 ag,GALK inh,CXXC DNA block,ASM inhibitor,KCNH2 3.1 block,AT treatment,FBPA coupling cs
Cc1ccc(NC(=O)COC(=O)CCc2nc3ccccc3c(=O)[nH]2)cc1Cl,-17%,-6%,-15,4,0%,19%,-1%,6,0%,-4
CC(C)Cn1c(N)c(C(=O)COC(=O)c2cccc(Cl)c2)c(=O)n(C)c1=O,-39%,-8%,0,0,-8%,-2%,-1%,5,-5%,6
O=C(O)CCC(=O)NN1C(=O)c2ccccc2NC1c1ccc(F)cc1 (configuration not stated),-13%,-4%,2,3,0%,2%,318%[activator],-3,46%,4
O=C(CN1CCN(S(=O)(=O)c2ccc3ccccc3c2)CC1)NC(=O)NC1CCCCC1,-21%,2%,2,0,-2%,-5%,-1%,-19,0%,-3
Cc1ccc(/C=N\Nc2nc3ccc(Cl)cc3[nH]2)o1,-14%,2%,-6,10,0%,-2%,-4%,-1,-4%,-2
COc1ccc(/C=C2/C(=O)OCc3cc(OC)c(OC)cc32)cc1,-36%,10%,-4,1,-4%,-2%,-10%,-6,-3%,0
CC1=NN(C(N)=S)C(=O)C1N=Nc1ccccc1C (configuration not stated),0%,?,7,-2,0%,15%,-6%,6,-8%,6
COc1ccc2cc(C3=CCCCC3)ncc2c1,-14%,·,·,16,·,·,41%[activator],·,2%,·
CCC(CCCO)CCC[C@H](C)CCC1OCCO1 (some centres not stated),-8%,·,·,12,·,·,-1%,·,-13%,·
O=Cc1cn(CC(=O)NCC2CCCO2)c2ccccc12 (configuration not stated),10%,-8%,13,-1,-6%,-4%,1%,-2,0%,2
CCCC(CCC)c1nc2ccncc2[nH]1,15%,-7%,i,-5,1%,11%,-2%,6,-3%,0
Cc1csc(NC(C)c2nc3cc(C(F)(F)F)ccc3n2CCOCCO)n1 (configuration not stated),-8%,·,10,·,·,·,1%,-2,·,·
COc1ccc(Cn2cc(F)c(=O)n(C)c2=O)cc1[N+](=O)[O-],3%,9%,-3,7,2%,-1%,12%,-15,13%,2
O=[N+]([O-])c1ccc(C(O)CN2CCN(C/C=C/c3ccccc3)CC2)cc1 (configuration not stated),-15%,10%,-94*,2,·,-3%,-2%,-113*,-17%,-1
COc1ccc(Cl)cc1NC(=O)CN(C)C(=O)c1n[nH]c2ccccc12,-30%,·,-4,-8,·,·,0%,-1,13%,·
S=C(NCc1ccccn1)Nc1cccc(Cl)c1,9%,-5%,-2,4,3%,-3%,2%,13,5%,2
Cc1cccc(NC(=O)c2ccc(N3C(=O)C4C5C=CC(C6CC56)C4C3=O)cc2)c1 (configuration not stated),12%,-1%,12,?,0%,4%,-10%,8,-3%,-3
O=C(Nc1ccc(S(=O)(=O)N2CCCCCC2)cc1)c1[nH]ncc1[N+](=O)[O-],·,?,·,8,-3%,5%,·,·,2%,·

# The order is random, and some 2% of all compounds hit somewhere here.
